# Screening results (PubChem)
# NR2E3 ag-1: activates human NR2E3 receptor; actives 0.35% (n = 360,000); AID 602229; CHO-S Gal4-NCOR/VP16-NR2E3 two-hybrid, luciferase; inhibition of corepressor binding, % at 3.98 µM;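 active = inhibition above the mean of all tested compounds plus 3 SD, cut at about 70% in these data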;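 also: 0% = DMSO with NR2E3 transfected cells and 100% = cells lacking NR2E3 construct; higher means lower luciferase signal from less NR2E3 corepressor binding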
# Target sequence (Q9Y5X4 whole entry, looked up, the tested form may be a part): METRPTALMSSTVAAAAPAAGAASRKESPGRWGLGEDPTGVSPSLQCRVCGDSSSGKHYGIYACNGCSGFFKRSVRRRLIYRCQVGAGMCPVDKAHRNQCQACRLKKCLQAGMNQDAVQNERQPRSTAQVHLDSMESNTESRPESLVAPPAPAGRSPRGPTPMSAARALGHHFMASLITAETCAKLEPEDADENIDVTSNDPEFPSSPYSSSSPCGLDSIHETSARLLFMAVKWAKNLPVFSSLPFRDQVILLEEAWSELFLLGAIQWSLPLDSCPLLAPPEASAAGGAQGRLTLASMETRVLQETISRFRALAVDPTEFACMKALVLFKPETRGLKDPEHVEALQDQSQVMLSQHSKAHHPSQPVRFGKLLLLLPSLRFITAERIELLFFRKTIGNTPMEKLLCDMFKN
# Vif inh: inhibitors of HIV Vif; HEK293T cells, Vif self-association by quenched fluorescence, imaging, 24 h; inhibition, % at 7.49 µM; AID 602346; actives 0.35% (n = 340,000); in the data active = inhibition above about 50%, passing the limit was not always enough; also: some results filed as inactive read as strong as hits
# HIF-2a block: blocks HIF-2a reporter activity; inhibition, % at 18.8 µM; actives 0.72% (n = 360,000); AID 624352; 786-0 RCC cells HIF-2a reporter, luciferase luminescence, overnight;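 active = inhibition of the luminescence signal of 40% or more relative to plate controls, in a single-dose primary screen at 18.75 µM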
# NR2E3 ag-2: agonists of human nuclear receptor NR2E3; actives 0.12% (n = 320,000); Q9Y5X4; AID 2300; GST-NR2E3/biotin-RetCOR TR-FRET, 1536-well; inhibition of corepressor binding, % at 4.78 µM;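 active = percent inhibition above the cutoff of mean plus 3 SD of all tested compounds, set per screening campaign, cut at about 20% in these data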;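 also: 0% = DMSO wells and 100% = biotin wells as full block of FRET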
#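 Material: NR2E3–RetCOR corepressor complex | Quantity: 1.35 nM GST-tagged NR2E3 final | Schedule: 5 h at 4 °C | Replication: Singlicate compound wells | Reagent: RetCOR corepressor, biotinylated, 7 nM | Controls: Biotin wells as high control, 0.6% DMSO wells as low control | Signal: TR-FRET, Eu(K)-anti-GST donor, streptavidin-D2 acceptor, ex 340, em 617/671 nm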
# KKLEB tox: counter-screen for CF NF-kB inhibitors: cytotoxicity; KKLEB CF airway cells viability, ATPlite luminescence, overnight; hits give low values; cells stimulated with P. aeruginosa culture filtrate; activity change (cytotoxicity), % at 5 µM; actives 0.36% (n = 360,000); AID 602141;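 active = corrected activity change at or below -50% at 5 µM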
# TRPM1 prom inh: reduces MITF-dependent TRPM1 promoter luciferase signal; SK-MEL-5 TRPM1 promoter luciferase, 24 h; inhibition, % at 12.5 µM; actives 0.83% (n = 330,000); AID 488899;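 active = mean inhibition across replicates of 60% or more, whatever share of single replicates reaches that level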; also: values of inactives mirror those of a sister screen read the other way
# CaV13 ICDI inh: Primary screen for inhibitors of IQ motif and Ca2+-dependent inactivation inhibitor domain binding in CACNA1D, Förster resonance energy transfer in living cells, …; actives 0.098% (n = 340,000); inhibition, % at 12.3 µM; HEK cells, CFP/YFP FRET ICDI-IQ, plate reader, 10 min; percent FRET-ratio fall versus neutral wells;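 active = mean replicate inhibition of at least 30% and at least 1% of replicates passing that level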;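 also: 0% = median of the neutral control wells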
# CF NFkB inh: blocks PAF-induced NF-kB reporter in cystic fibrosis cells. KKLEB NF-kB-GFP reporter, GFP fluorescence overnight. inhibition, % at 5 µM. actives 0.86% (n = 360,000). AID 588850;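 active = at least 50% inhibition at 5 µM, scaled per plate between neutral and stimulator controls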;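 also: PAF is a Pseudomonas aeruginosa culture filtrate used as stimulus; plate controls were PAF-stimulated DMSO wells for no effect and unstimulated DMSO wells for full effect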
# Shn3 inh set2: Schnurri-3 reporter inhibition in Clone20 osteoblasts | Clone20 osteoblast Shn3 3'UTR firefly luciferase, 24 h | inhibition, % at 12.5 µM | actives 0.52% (n = 360,000) | AID 588674;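 active = mean inhibition of at least 75% with every replicate also reaching 75%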;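 also: 0% = median of neutral control wells and 100% = pilot-screen positive control compound; some compounds past the cut are filed as inactive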
# PDI inh: inhibitors of human protein disulfide isomerase; P07237; PDI insulin aggregation turbidity, A650, 90 min; inhibition, % at 10 µM; actives 0.052% (n = 350,000);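 active = mean inhibition across replicates of 30% or more, whatever share of single replicates reach that level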;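 also: absorbance from insulin aggregation driven by PDI reduction with DTT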
# Target sequence (P07237 whole entry, looked up): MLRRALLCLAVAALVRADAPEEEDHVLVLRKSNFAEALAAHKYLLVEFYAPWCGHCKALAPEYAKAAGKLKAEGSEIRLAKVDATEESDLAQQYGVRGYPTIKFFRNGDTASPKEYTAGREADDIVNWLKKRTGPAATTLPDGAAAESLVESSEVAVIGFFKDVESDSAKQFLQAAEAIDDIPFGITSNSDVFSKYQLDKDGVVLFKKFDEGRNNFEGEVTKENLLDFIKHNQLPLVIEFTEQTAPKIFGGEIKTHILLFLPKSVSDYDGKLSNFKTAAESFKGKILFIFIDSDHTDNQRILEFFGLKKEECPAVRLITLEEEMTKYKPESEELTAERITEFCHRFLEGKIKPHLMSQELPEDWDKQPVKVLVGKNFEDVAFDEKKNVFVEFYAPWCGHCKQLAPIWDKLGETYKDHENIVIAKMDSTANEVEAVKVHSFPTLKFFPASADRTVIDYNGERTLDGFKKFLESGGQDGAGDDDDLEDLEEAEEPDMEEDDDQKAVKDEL
# Peg3 promoter: Peg3 promoter activity inhibition; actives 1.7% (n = 360,000); inhibition, % at 20 µM; HeLa PEG-Prom luciferase reporter, luminescence, overnight; AID 588405;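 active = inhibition of at least 50% at 20 µM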
# Starred values were filed as active, the others as inactive; / = no result given.
# Every second line gives: NR2E3 ag-1, Vif inh, HIF-2a block, NR2E3 ag-2, KKLEB tox, TRPM1 prom inh, CaV13 ICDI inh, CF NFkB inh, Shn3 inh set2, PDI inh, Peg3 promoter
Cc1ccc(C(=O)N/C(=C\c2ccc(-c3ccc(Br)cc3)o2)C(=O)NC2CCS(=O)(=O)C2)cc1 (configuration not stated)
 : -1.5, 1.5, 7.8, -4.9, -1.1, -12.1, -3.1, -15.0, 18.3, -1.0, 12.0
Cc1ccccc1CC(=O)Nc1cccc(S(=O)(=O)N2CCCC2)c1
 : -6.2, -2.9, 10.2, -2.5, 3.4, 6.4, -2.6, 0.7, -7.3, -2.9, 3.1
O=C(CN1C(=O)C2CC=CCC2C1=O)Nc1ccc(S(=O)(=O)Nc2ncccn2)cc1 (configuration not stated)
 : -1.6, -16.5, 1.9, -2.1, 16.3, -7.3, 2.8, -13.6, -18.5, -5.2, -2.6
Cc1nc(C)n(CC(=O)c2ccc(Cl)cc2Cl)n1
 : 2.7, -7.7, 22.1, -3.9, -10.0, 3.8, -4.7, -5.1, -2.2, -0.5, 12.7
N/C(=N\OC(=O)c1cc(-c2ccccc2)nc2ccccc12)c1ccccn1
 : -9.2, -0.9, -81.0, -1.3, -2.3, -12.6, -2.8, -35.7, 11.9, -1.8, 25.6
C[C@@H]1CCCCO[C@@H](CN(C)S(=O)(=O)c2cccs2)[C@@H](C)CN([C@H](C)CO)C(=O)c2cc(NS(=O)(=O)c3ccccc3)ccc2O1
 : -39.0, -13.1, 5.5, /, -6.0, /, -7.1, -8.2, 7.1, 8.1, -4.7
CCCc1nnc(SCC(=O)Nc2ccc3c(c2)OCCO3)n1CCOC
 : -25.2, 9.6, 2.1, 0.5, -3.8, 2.1, -2.7, -6.6, -46.3, 0.8, -9.8
CCOC(=O)N1CCN(c2nnc(-c3ccc(C)cc3)c3ccccc23)CC1
 : -17.4, 8.7, 11.4, 1.9, -0.6, 3.9, -3.2, 15.9, 24.9, -3.7, 26.8
NC(N)=Nc1nc2ccc(Br)cc2c(=O)[nH]1
 : 7.6, 5.6, -20.2, 4.1, -4.2, 4.7, -4.9, 1.7, -12.4, -2.6, 5.5
OCCN(Cc1ccccc1)Cc1ncccc1O
 : -2.6, -6.6, 1.2, /, -7.2, 20.0, -9.3, 11.2, 3.8, 8.7, 4.4
COc1ccc(CCNC(=O)c2cc3ccccn3n2)c(OC)c1OC
 : -2.4, 9.1, -65.5, -2.3, 8.0, /, -3.2, -6.1, 14.8, /, -25.3
OC1(c2cccs2)CN(c2ccc(Br)cc2)C2=[N+]1CCCS2 (configuration not stated)
 : -3.4, 2.5, 3.8, -2.3, -15.0, -5.3, -4.0, 12.0, -0.2, -1.4, -27.8
COCCNc1ncnc2c1cnn2-c1ccc(Cl)cc1
 : -109.0, 10.1, -193.8, 0.2, -3.0, -49.6, -4.2, 8.7, -70.8, 1.9, -254.7
CC12CCC(C(=O)NCCCn3ccnc3)(OC1=O)C2(C)C (configuration not stated)
 : -30.9, 2.5, 2.0, 2.1, 7.1, 0.0, -1.3, 0.1, -1.2, -15.3, 3.6
COC(=O)C1CCN(S(C)(=O)=O)CC1
 : -11.3, -3.3, 3.3, 3.9, 7.7, 4.7, -4.4, -3.1, 29.0, -6.1, 14.4
O=S(=O)(NCC1CN(S(=O)(=O)c2c(F)cccc2F)C1)c1ccc2c(c1)OCCO2
 : 47.3, -18.0, -4.4, 2.0, 0.1, 13.3, -3.8, 5.8, 61.9, -2.0, -0.9
COc1ccc(C)cc1S(=O)(=O)N1CCC(C(=O)NCCC2=CCCCC2)CC1
 : -10.0, -2.1, 6.9, -2.5, 3.9, -13.2, -8.6, 2.8, 16.4, 3.1, 8.4
CCN(Cc1ccccc1)C(=O)COc1cc(=O)n(CC)c2ccccc12
 : -30.5, 8.2, -0.9, 2.4, -6.5, 1.9, -4.8, -5.8, 3.0, 9.3, 12.6
O=C(c1cc(Cl)ccc1OCc1ccccc1)N1CCOCC1
 : -19.6, -2.1, -58.8, 1.9, -6.6, -1.4, -5.0, -18.4, -4.8, 5.7, -22.8
CCC1=Nc2cc(C(=O)NCc3ccco3)ccc2Sc2ccc(Cl)cc21
 : 8.5, 7.7, 17.9, 1.8, -30.5, 29.1, -2.7, 48.9, -9.3, 2.2, 25.6
O=C(CCC1CCCCC1)NCc1cccs1
 : -51.1, -1.3, -102.6, 1.8, 15.4, 2.7, -1.6, -12.6, 17.0, 5.2, -75.8
CC(C)(C)OC(=O)N1CCC(C(=O)Nc2cccc(C(=O)NCCCc3ccccc3)c2)CC1
 : -22.5, /, 27.5, /, 8.5, 0.4, -6.5, -23.2, 7.7, 3.6, 16.1
NC(=O)c1cc2ccc(O)cc2oc1=NCc1ccccc1
 : 5.1, 26.6, -137.3, -1.9, -5.3, -23.4, 33.5*, 35.8, -25.6, 16.4, -28.3
O=C(O)c1cc(/C=C/c2ccc(N3CCOCC3)cc2)nc2ccccc12
 : -50.0, 4.9, -63.3, -3.0, 0.0, -5.5, -3.8, 2.5, -26.6, 0.5, -19.2
Cc1cc(CNC(=O)C2(C(F)(F)F)C/C(=C\Cc3ccccc3)CCCO2)nn1C (configuration not stated)
 : -19.6, 2.1, 7.3, 1.7, -6.7, 9.9, -5.8, 10.2, -12.7, 5.0, -8.7
Brc1ccc(-c2noc3c2-c2nc(C4CCCCC4)sc2CC3)cc1
 : 1.2, -14.9, -9.9, 2.9, 15.1, -1.6, -5.7, -9.3, -8.4, 0.0, 3.1
COc1ccc(CNS(=O)(=O)CCNCCc2ccccc2)cc1
 : -16.4, -2.0, -28.0, /, -12.0, -18.0, -5.5, 1.8, -17.1, -1.9, -20.4
OCC[C@H]1C[C@H](O)[C@@H](O)[C@@]2(CCCc3ccccc3O2)O1
 : -18.8, 0.8, 3.2, -2.8, -4.5, -4.8, -8.8, 19.8, 10.5, 11.0, 7.9
COc1ccc(/C=C(\C#N)C(=O)OC2CCOC2=O)cc1 (configuration not stated)
 : 6.3, 2.2, 7.1, 0.8, -15.6, -2.1, 7.1, 2.7, 4.4, 1.0, 0.5
O=C(COC(=O)C1=COCCO1)NCc1ccc(Cl)cc1Cl
 : -16.0, 2.7, 4.8, /, 10.6, /, -11.4, -18.9, 0.8, 0.2, -1.7
COCCNC(=S)N1CCC(C(=O)c2ccc(F)cc2)CC1
 : -0.8, -5.4, 12.6, /, -6.0, 1.0, -5.0, 14.5, 23.3, -2.8, 4.7
O=C(CCNC(=O)c1ccccc1Cl)NN1C(=O)NC2(CCCCC2)C1=O
 : -18.7, -2.8, 2.9, -0.6, 14.1, 1.4, -15.2, -8.4, -6.1, -3.6, 7.3
COc1ccc(C2(C(=O)Nc3ccc(C(=O)N4CCOCC4)cc3)CCOCC2)cc1
 : -18.8, 32.0, 11.0, 0.1, 11.3, 7.4, /, -8.4, 2.7, 2.2, 9.7
Cc1cc(C)nc(NC(=O)Nc2ccc(F)cc2F)n1
 : -31.8, 17.2, -140.5, /, 3.6, -53.3, -5.8, -5.3, -23.5, 1.4, -245.6
CCOC(=O)c1ccc(NC(=S)NCCc2ccc(F)cc2)cc1
 : -3.6, 3.2, 4.2, 5.7, 8.2, 3.1, 17.4, -9.4, 10.1, 20.4, 0.8
O=[N+]([O-])c1cc(Cl)ccc1-c1nc(-c2ccncc2)no1
 : -7.0, -4.2, -190.4, 3.9, -3.5, 1.6, -42.6, 12.5, -22.0, -6.2, -211.7
Cn1c(=O)c2c([nH]c(OCc3ccc(Cl)cc3Cl)[n+]2Cc2ccc(F)cc2)n(C)c1=O
 : -32.3, -2.3, 19.7, 1.8, -15.7, 7.6, -4.7, 15.4, 83.1, -2.6, 25.7
Cc1noc(NS(=O)(=O)c2ccc(NC(=O)c3ccc(N4C(=O)c5ccccc5C4=O)cc3)cc2)c1C
 : 10.6, -2.8, 18.4, -1.5, -4.1, -0.5, -6.0, 20.7, 2.3, -0.8, 13.3
O=[N+]([O-])c1ccc(NNC(=S)Nc2ccc(F)cc2)cc1
 : -30.6, -6.8, -152.5, 2.6, 5.2, -17.7, /, 14.2, 2.2, 1.5, -75.4
O=C(O)C1CSC2(c3ccc4c(c3)OCCO4)CCC(=O)N12 (configuration not stated)
 : -3.2, 15.8, -3.1, 2.9, 2.5, 2.5, /, 7.8, 9.8, 3.2, 0.4
Cc1cc(-c2cccs2)c(C#N)c(=S)[nH]1
 : 3.1, -3.5, 2.0, -5.3, 1.6, 3.6, -5.0, 7.1, -19.0, -4.4, 2.7
CCCCCC(=O)N/N=C/c1ccco1
 : -7.3, 3.1, 4.2, 4.3, -11.2, -6.8, -2.9, 11.6, -5.1, -0.6, -5.8
Cc1nc2cc(-c3ccc(Cl)cc3)nn2c(C)c1CCC(=O)NCc1ccco1
 : -18.2, -4.9, 80.5*, 4.4, -3.7, 39.9, -5.4, -8.0, 59.1, -0.5, -53.6
Cc1ccc2c(c1)sc(=NC(=O)C1CC1)n2C
 : -127.5, -4.6, -208.3, 0.6, 6.9, -8.8, 5.8, -22.0, -55.8, -2.0, -220.1
CCOC(=O)c1cncc(C#CCO)c1
 : 0.9, -9.0, 7.1, -0.5, -6.7, -7.3, -15.5, 5.0, 17.7, -0.6, 10.9
CC(=O)N1CCC(N(CCN2CCOCC2)C(=S)Nc2cccc(C)c2C)CC1
 : -4.7, 5.3, 16.6, -4.4, 6.4, -12.0, -19.0, 8.3, -8.3, 7.0, 5.9
CSc1ccc(CNC(=O)C2CCC(=O)N(CCc3cccc(F)c3)C2)cc1 (configuration not stated)
 : -47.2, -2.3, -33.6, 2.8, 9.4, -11.3, -4.9, -17.5, -24.8, -3.0, -12.0
CCOC(=O)C1CCCN(C(=O)c2cc(-c3ccc(F)cc3)nc3ccccc23)C1 (configuration not stated)
 : 6.1, -3.6, -24.0, -0.5, -10.5, -6.3, -6.7, -1.1, -1.2, 3.6, -9.8
CNc1csc(C)c(C)c1=O
 : 4.0, 7.8, 4.2, -3.0, -9.6, -9.7, -5.7, 11.6, -9.4, -1.5, -15.0
CC(N)c1csc(Nc2ccc(C(=O)NCCCO)cn2)n1 (configuration not stated)
 : -8.1, 18.5, 8.3, /, 4.7, /, -3.7, -9.4, -7.4, -5.1, -3.7
CC1(C)CC(=O)C=C(Nc2ccc(S(N)(=O)=O)cc2)C1
 : -2.0, 5.4, -3.5, 1.9, -1.5, 7.5, -9.0, 9.0, 5.7, -5.7, -15.2
O=C(CCNC(=O)c1ccccc1)Nc1cccnc1
 : 8.5, 10.7, 15.8, 3.3, -7.3, 10.2, -6.9, 5.4, 6.2, -0.1, 4.3
CCN1C[C@@H]2[C@@H]3C(=O)N(Cc4ccccc4)C(=O)[C@@H]3[C@](CC)(C(=O)OC)N2C1=NC1CCCCC1
 : 17.6, 0.4, -0.2, /, 2.6, -7.7, -5.2, -1.4, -14.9, 12.2, 1.9
Cc1ccc2cc(CN(CC(C)C)S(=O)(=O)c3cccc4nonc34)c(=O)[nH]c2c1
 : -20.7, -4.4, 4.4, 2.1, 4.4, 8.6, -4.8, 9.9, 26.3, -11.1, 6.0
